Screening data as filed in PubChem.
Giardia killer – Giardia lamblia killing; activity change, % at 7.66 µM, hits read low; Giardia lamblia trophozoite viability; 0.15% of 340,000 active; in the data active = activity change below about -80%; inconclusive = between about -30% and that limit;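 note: parasites exposed to compound for two days anaerobically before the ATP read; % is set by controls: 0 for no effect and ±100 for the full control effect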
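Anaerobic 48 hrs incubation at 37 deg C of 100 trophozoites/well with test compounds; ATPLite 1-Step luminescence, 15-30 min RT, reports cellular ATP as viability.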
FBPA coupling cs – coupling enzyme interference in Giardia aldolase counter-screen | 0.67% of 290,000 active | coupling enzyme system counterscreen, AmpLite Red fluorescence | activity change, negative = inhibition, % at 58.2 µM, hits read low; in the data active = activity change below about -30%; note: % is set by controls: 0 for no effect and ±100 for the full control effect
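Compounds tested against the coupling enzymes alone at 57.5 uM final; readout was AmpLite Red fluorescence (525/598 nm) after 20 min at RT.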
TSG101-PTAP inh – blocks PTAP/TSG101 interaction to inhibit HIV-1 budding. Q99816. Fluorescence polarization, FITC-PTAP peptide / Tsg101 binding. Potency, µM (series often up to 115 µM), inactives show at the highest dose activity change, negative = inhibition, actives largely listed as inhibitors. 340,000 tested, under 10 active. AID 493005; active = well fitted inhibition curve with a large enough effect in the main read-out, with a control signal flat, not every such curve was filed as active; inconclusive = small, poorly fitted or top-dose-only effect, or effect the other way, or a change in a side signal; inactive = no such curve, though single readings can be large or run the other way; note: potency is the fitted concentration of half-maximal effect; % of control where 0% means no effect
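Compounds were pin-transferred onto Tsg101 binding domain (10 uM final) in HEPES pH 7.5 buffer, then FITC-PTAP peptide was added at 50 nM final. After 20 min at RT, polarization reported peptide displacement across a qHTS concentration series.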
Tb PFK block – T. brucei PFK enzyme inhibition. O15648. T. brucei PFK, ADP-Glo luminescence. Potency, µM (titrated, usually from 57.5 µM), for the others: at the top dose activity, negative = inhibition, actives largely listed as inhibitors. 0.17% of 330,000 active. AID 485367;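 note: potency is the fitted concentration of half-maximal effect; 0% = uninhibited 1x PFK enzyme wells and -100% = no-enzyme wells; nearly all actives have a fitted effect of over 60% in size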
Target sequence (O15648 whole entry, looked up): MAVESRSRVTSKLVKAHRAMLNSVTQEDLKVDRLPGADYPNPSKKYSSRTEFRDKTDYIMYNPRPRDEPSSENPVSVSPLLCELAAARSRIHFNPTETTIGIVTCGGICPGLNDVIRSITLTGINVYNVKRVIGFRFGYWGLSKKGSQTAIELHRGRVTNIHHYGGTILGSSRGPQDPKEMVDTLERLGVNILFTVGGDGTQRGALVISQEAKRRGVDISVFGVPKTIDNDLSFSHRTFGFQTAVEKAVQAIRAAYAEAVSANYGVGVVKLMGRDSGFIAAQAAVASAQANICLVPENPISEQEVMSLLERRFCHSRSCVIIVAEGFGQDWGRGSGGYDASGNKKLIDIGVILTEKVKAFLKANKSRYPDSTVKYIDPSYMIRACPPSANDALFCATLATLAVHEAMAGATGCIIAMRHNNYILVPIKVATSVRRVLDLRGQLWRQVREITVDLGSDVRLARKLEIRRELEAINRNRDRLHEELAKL
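Compounds were pin-transferred as a titration series up to 57 uM into substrate buffer (0.5 mM F6P, 0.1 mM ATP, pH 8.0), then 1.25 nM PFK was added and reactions ran 45 min before ADP-Glo detection.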
ASM inhibitor – blocks human secretory acid sphingomyelinase; P17405; placental ASM, HMU-PC fluorogenic substrate, 60 min; 0.006% of 340,000 active; Potency, µM (top dose mostly 57.5 µM), inactives show at the top dose activity change, negative = inhibition, hits mostly inhibitors; note: potency is the fitted concentration of half-maximal effect
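Human placenta-derived ASM enzyme was preincubated with compound for 10 minutes at room temperature, then given fluorogenic substrate HMU-PC0 (9 uM final) for 60 minutes at 37 °C; a pH 10 stop preceded fluorescence reading at Ex 386/Em 447 nm.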
Menin-MLL TR inh – displaces Texas Red mutant MLL peptide from human menin | O00255 | Potency, µM (titrated, usually from 61.6 µM), without a hit: top-dose FP activity change, negative = inhibition, actives largely listed as inhibitors | 0.23% of 270,000 active | Menin + Texas Red MLL mutant peptide, fluorescence polarization; active = well fitted inhibition curve with a large enough effect in the polarisation, with a control signal flat, not every such curve was filed as active; inconclusive = small, poorly fitted or top-dose-only effect, or effect the other way, or a change in a side signal; inactive = no such curve, though single readings can be large or run the other way; the % refers to the polarisation; note: potency is the fitted concentration of half-maximal effect; % of control where 0% means no effect; many of its hits are not listed in these tables
a7 integrin act – integrin-mediated muscular dystrophy alleviation activation | alpha7betagal myoblasts, beta-gal FDG fluorescence, 48 h | Potency, µM (highest dose often 38.3 µM), for inactives: at the highest dose activation, usual class: activators | 0.064% of 350,000 active;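 note: potency is the fitted concentration of half-maximal effect; 100% = response of the positive control SU9516; nearly all actives have a fitted effect of over 60% in size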
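alpha7betagal+/- myoblasts (passage 13, 250/well) treated 48 h at 37C with compounds at 1:260 dilution of DMSO stock. Lysed, then beta-galactosidase activity read as FDG fluorescence (ex 480/em 540) after 30 min, with pre-read for autofluorescence.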
Chronic BCR inh – chronic active BCR signaling inhibition. Potency, µM (doses to about 46.1 µM), for the others: at the highest dose ratio change, negative = lower green/red ratio, most hits filed as inhibitors. AID 493014. ABC-DLBCL IkBa-CBG/CBR reporter, luminescence ratio, 4 h. 0.05% of 340,000 active; active = well fitted inhibition curve with a large enough effect in the signal ratio, with a control signal flat, not every such curve was filed as active; inconclusive = small, poorly fitted or top-dose-only effect, or effect the other way, or a change in a side signal; the % refers to the signal ratio;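 note: potency is the fitted concentration of half-maximal effect; plate controls were basal doxycycline-induced cells for no effect and cells given 10 µM MG132 for full effect; MG132 reads +100%, hits lower the ratio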
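Concentration-response series (up to 46 uM) were applied to TMD8 dual-reporter cells for 4 h at 37C with doxycycline. Green/red ratio, after filter-overlap correction, defined %Activity; red signal alone was normalised to basal cells and zero luminescence.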
GALK inhibitor – inhibitors of human galactokinase. Potency, µM (titrated, usually from 57.5 µM), for inactives: top-dose activity change, negative = inhibition, hits mostly inhibitors. P51570. 0.007% of 270,000 active. Purified GALK, Kinase-Glo residual ATP luminescence. AID 1868; note: potency is the fitted concentration of half-maximal effect; % is set by controls: 0 for no effect and ±100 for the full control effect
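Galactose (100 uM) and ATP (35 uM) were turned over by 5 nM GALK for 1 h at RT. Kinase-Glo Plus then converted the remaining ATP into a luminescent signal.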
B2AR arrestin – recruits beta-arrestin to the human beta2-adrenergic receptor; P07550; beta-arrestin recruitment to beta2AR, cell-based reporter; Potency, µM (highest dose often 46.1 µM), without a hit: at the top dose activation, usual class: activators; 0.02% of 330,000 active;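 note: potency is the fitted concentration of half-maximal effect; 0% = DMSO controls and full agonism = EC100 isoproterenol or metaproterenol; nearly all actives have a fitted effect of over 65% in size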
PKM2 activator – activators of human pyruvate kinase M2. P14618. Potency, µM (series often up to 57.5 µM), for inactives: at the top dose activation, most hits filed as activators. 0.34% of 260,000 active. purified PKM2, Kinase-Glo ATP luminescence, activation; response scale: 0% is enzyme alone, no compound; note: potency is the fitted concentration of half-maximal effect; % is set by controls: 0 for no effect and ±100 for the full control effect; nearly all actives have a fitted effect of over 55% in size
Target sequence (P14618 whole entry, looked up): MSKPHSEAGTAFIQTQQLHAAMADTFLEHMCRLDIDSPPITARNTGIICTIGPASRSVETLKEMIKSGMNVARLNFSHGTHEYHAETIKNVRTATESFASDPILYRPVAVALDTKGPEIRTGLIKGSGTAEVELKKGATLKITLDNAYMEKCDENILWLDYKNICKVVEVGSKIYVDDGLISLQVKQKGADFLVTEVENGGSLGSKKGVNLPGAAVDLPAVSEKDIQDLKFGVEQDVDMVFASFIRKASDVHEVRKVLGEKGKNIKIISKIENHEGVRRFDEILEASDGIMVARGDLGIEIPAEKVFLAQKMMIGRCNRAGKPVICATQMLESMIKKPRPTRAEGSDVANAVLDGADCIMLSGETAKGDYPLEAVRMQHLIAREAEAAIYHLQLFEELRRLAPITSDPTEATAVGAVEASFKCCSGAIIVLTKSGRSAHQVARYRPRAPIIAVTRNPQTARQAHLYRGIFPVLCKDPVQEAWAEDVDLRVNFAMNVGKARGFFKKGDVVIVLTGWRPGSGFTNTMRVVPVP
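Kinase-Glo luminescence reports ATP generated from ADP (0.1 mM) and PEP (0.5 mM) by purified hPK-M2 after 1 h at room temperature, pH 7.2 imidazole buffer; intermediate enzyme activity allows detecting inhibitors and activators.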
The depositor's hits bear a star; & = joins results of further samples; [ ] = another dose, or the depositor's remark. Unless noted, calls come from the whole dose curve; as a rule, active = well fitted curve in the direction sought with a large enough effect; inconclusive = small, poorly fitted or top-dose-only effect, or another doubt; inactive = no such curve, though single readings can be large; an effect the other way counts as inactive or inconclusive. The list is partial; the hit share may differ from the screen's.

Screening COc1cc2ccccc2cc1C(=O)NNC(=O)c1ccccc1O returned Tb PFK block 25%, Chronic BCR inh -6%, GALK inhibitor 6%, B2AR arrestin -0.4% and PKM2 activator 0%.
Screening O=c1cc(CN2CCOCC2)c2cc(Cl)c(O)cc2o1 returned Giardia killer -24, FBPA coupling cs 0, TSG101-PTAP inh -2%, Tb PFK block 1%, ASM inhibitor 16%, Menin-MLL TR inh 16%, a7 integrin act 1%, Chronic BCR inh 3%, GALK inhibitor -3%, B2AR arrestin 0.5% and PKM2 activator 1%[0.46 µM].
COc1cccc(N2CCN(C(=O)c3cc4cc(Cl)ccc4[nH]3)CC2)c1 was read as Giardia killer -20, FBPA coupling cs 0, TSG101-PTAP inh -4%, Tb PFK block 2%, ASM inhibitor -16%, Menin-MLL TR inh 43%[activator], a7 integrin act 6%, Chronic BCR inh -8% and B2AR arrestin -0.1%.
`C=CCN(c1ccccc1)S(=O)(=O)c1ccc(Cl)c(C(=O)OCC(=O)NCCCN2CCCC2=O)c1` gave Giardia killer 1, FBPA coupling cs 8, TSG101-PTAP inh -2%, Tb PFK block -5%, ASM inhibitor -2%, Menin-MLL TR inh -14%, a7 integrin act 3%, Chronic BCR inh inconclusive, GALK inhibitor 0%, B2AR arrestin -0.9% and PKM2 activator -1%.
CCOC(=O)N1CCN(C(=O)CCc2ccc(S(=O)(=O)NCCc3ccccc3)cc2)CC1 was read as Giardia killer 8, FBPA coupling cs -1, TSG101-PTAP inh -3%, Tb PFK block 1%, ASM inhibitor 0%, Menin-MLL TR inh -10%, a7 integrin act -18%, Chronic BCR inh -4%, GALK inhibitor 1%, B2AR arrestin -0.5% and PKM2 activator -2%.
`COc1ccc(CCNC(=O)c2cnc(C)cn2)cc1` gave Giardia killer -21, TSG101-PTAP inh 0%, Tb PFK block -2%, ASM inhibitor -2%, a7 integrin act 2%, Chronic BCR inh -11%, GALK inhibitor -8%, B2AR arrestin -0.6% and PKM2 activator 0%.
For CCN1CCN(Cc2ccc(NC(=O)c3cc(NC(=O)c4nccnc4N)cc(OC)c3)cc2C(F)(F)F)CC1 the results were Giardia killer -19, FBPA coupling cs -1, TSG101-PTAP inh -3%, Tb PFK block 4%, ASM inhibitor 24%, a7 integrin act -21%, Chronic BCR inh inconclusive, GALK inhibitor -1%, B2AR arrestin -0.4% and PKM2 activator 0%.
For COc1ccc2c(c1)O[C@H](c1ccc3c(c1)OCO3)[C@@H](OC(=O)Nc1cc(OC)c(OC)c(OC)c1)C2=O the results were FBPA coupling cs 3&-2, Tb PFK block 6%, Menin-MLL TR inh -4%&18%, Chronic BCR inh inconclusive, B2AR arrestin 0.4% and PKM2 activator -10%.
`COC(CNC(=O)c1ccc(CS(=O)(=O)c2ccc(Br)cc2)o1)OC` gave Giardia killer -5, FBPA coupling cs -1, TSG101-PTAP inh -1%, Tb PFK block 15%, ASM inhibitor 4%, Menin-MLL TR inh inconclusive, a7 integrin act -10%, Chronic BCR inh 1%, GALK inhibitor -6% and B2AR arrestin 5.7%.
Cc1ccc(C(=O)N/C(=C/c2ccco2)C(=O)NCCc2c[nH]c3ccccc23)cc1 was read as Giardia killer -7, FBPA coupling cs 0, TSG101-PTAP inh 0%, Tb PFK block -2%, ASM inhibitor -2%, Menin-MLL TR inh 17%, a7 integrin act -17%, Chronic BCR inh 4%, GALK inhibitor 2%, B2AR arrestin 0.3% and PKM2 activator -2%.
Screening O=c1c2ccccc2[nH]c(=S)n1C1CCCCC1 returned Giardia killer -3, FBPA coupling cs 1, TSG101-PTAP inh 0%, Tb PFK block -2%, ASM inhibitor 3%, Menin-MLL TR inh -1%, a7 integrin act -8%, Chronic BCR inh inconclusive, GALK inhibitor -1%, B2AR arrestin 0.1% and PKM2 activator 1%.
For O=C(/C=C/c1cccc(Br)c1)NCc1ccncc1 the results were Giardia killer 0, FBPA coupling cs 3, TSG101-PTAP inh -1%, Tb PFK block -1%, ASM inhibitor -1%, Menin-MLL TR inh 2%, a7 integrin act 22%, Chronic BCR inh 8%, GALK inhibitor -1%, B2AR arrestin -0.2% and PKM2 activator -5%.
Screening Cc1cnc(C)c(N(C)NC(=S)Nc2ccccc2)n1 returned Giardia killer 8, FBPA coupling cs -2, TSG101-PTAP inh -3%, Tb PFK block -4%, Menin-MLL TR inh 1%, a7 integrin act -29%, Chronic BCR inh 5%, GALK inhibitor 2%, B2AR arrestin -1.7% and PKM2 activator 2%.
Screening CCOc1ccc2nc(N3CCC(C(=O)N4CCN(c5ncccn5)CC4)CC3)sc2c1 returned Giardia killer -13, FBPA coupling cs 0, TSG101-PTAP inh -6%, Tb PFK block 1%, ASM inhibitor -2%, a7 integrin act 3%, Chronic BCR inh 1%, GALK inhibitor 1%, B2AR arrestin -0.3% and PKM2 activator -7%.
Screening CCC(C)(C(=O)NC1CCCC1)N(C(=O)Cc1cccs1)c1c(C)n(C)n(-c2ccccc2)c1=O (stereo not drawn) returned Giardia killer 5, FBPA coupling cs 0, TSG101-PTAP inh 0%, Tb PFK block -11%, ASM inhibitor -2%, Menin-MLL TR inh -6%, a7 integrin act 16%, Chronic BCR inh 17%, GALK inhibitor -2%, B2AR arrestin 0.0% and PKM2 activator 2%.
CCOc1ccccc1Nc1ccc2nonc2c1[N+](=O)[O-] was read as Giardia killer -17, FBPA coupling cs -20, TSG101-PTAP inh -5%, Tb PFK block -5%, ASM inhibitor -2%, Menin-MLL TR inh inconclusive, a7 integrin act 30%, Chronic BCR inh 7%, GALK inhibitor -4% and B2AR arrestin -1.0%.
For CC(c1nnnn1C(C)(C)C)N(Cc1cccnc1)Cc1ccccc1Cl (stereo not drawn) the results were Giardia killer 6, FBPA coupling cs 0, TSG101-PTAP inh -11%, Tb PFK block 1%, ASM inhibitor -2%, a7 integrin act -2%, Chronic BCR inh 5%, GALK inhibitor -2%, B2AR arrestin 0.3% and PKM2 activator 4%.
Screening COc1ccccc1C(=O)NCC(=O)Nc1cccnc1 returned FBPA coupling cs -2, Tb PFK block -3%, Menin-MLL TR inh 0%, Chronic BCR inh 4%, GALK inhibitor 1%, B2AR arrestin 0.1% and PKM2 activator 1%.
CC1CC1C(=O)N1CCN(S(=O)(=O)c2cccc(F)c2)CC1 (stereo not drawn) was read as Giardia killer 20, TSG101-PTAP inh -1%, Tb PFK block -10%, ASM inhibitor -1%, a7 integrin act 7%, Chronic BCR inh -4% and B2AR arrestin -0.3%.
`CC(C)NC(=O)c1ccc2c(c1)nnn2C` gave Giardia killer -8, FBPA coupling cs -1, TSG101-PTAP inh -5%, Tb PFK block 14%, ASM inhibitor -1%, Menin-MLL TR inh -3%, a7 integrin act 4%, Chronic BCR inh inconclusive, GALK inhibitor -4%, B2AR arrestin -0.1% and PKM2 activator 5%.
COc1cc(CNc2ccccc2)c([N+](=O)[O-])cc1OC was read as Giardia killer -5, FBPA coupling cs -2, TSG101-PTAP inh -2%, Tb PFK block 1%, ASM inhibitor 0%, Menin-MLL TR inh -6%, a7 integrin act -24%, Chronic BCR inh inconclusive, GALK inhibitor 4%, B2AR arrestin -0.5% and PKM2 activator 16%.
For COc1ccc(/C=C(\C#N)c2cc(OC)c(OC)cc2[N+](=O)[O-])cc1 the results were Giardia killer inconclusive, FBPA coupling cs 0, TSG101-PTAP inh -9%, Tb PFK block -2%, ASM inhibitor 12%, a7 integrin act 38%, Chronic BCR inh inconclusive, GALK inhibitor -1%, B2AR arrestin -0.3% and PKM2 activator 2%.
`Cc1cc(Nc2ncc(Cl)cc2Cl)n(-c2ccccc2)n1` gave Giardia killer -10, FBPA coupling cs -5, TSG101-PTAP inh -3%, Tb PFK block 2%, ASM inhibitor -3%, Menin-MLL TR inh -20%, a7 integrin act -11%, Chronic BCR inh 18%, GALK inhibitor -2%, B2AR arrestin -0.6% and PKM2 activator 0%.
COc1ccc(N2CCN(C(=O)C3COc4ccccc4O3)CC2)cc1 (stereo not drawn) was read as Giardia killer 2, FBPA coupling cs -3, TSG101-PTAP inh -4%, Tb PFK block 7%, ASM inhibitor -6%, a7 integrin act 0%, Chronic BCR inh -8%, GALK inhibitor -2%, B2AR arrestin 0.3% and PKM2 activator 6%.
